NCI-60 one-dose screen, 48 h, at 10 µM unless noted. Numbers give growth in % (100 = growth as untreated, 0 = no growth, -100 = all killed).
UACC-62: UACC-62 melanoma | 81,000 compounds, 5.4% hits | AID 1794756
SK-MEL-28: SK-MEL-28 melanoma; AID 1794761; 81,000 compounds, 4.1% hits
UACC-257: UACC-257 melanoma; 78,000 compounds, 4.4% hits
MDA-MB-435: MDA-MB-435 melanoma | 82,000 compounds, 7.8% hits
SK-MEL-2: SK-MEL-2 melanoma; 77,000 compounds, 4.7% hits; AID 1794763
LOX IMVI: LOX IMVI melanoma. 79,000 compounds, 7.4% hits
SK-MEL-5: SK-MEL-5 melanoma | AID 1794755 | 80,000 compounds, 6.4% hits
MALME-3M: MALME-3M melanoma | 78,000 compounds, 5.8% hits | AID 1794766
Starred values were filed as active, the others as inactive; x = not tested or not shown; & = joins results of further samples. How the source made its calls: active means growth percent below 10; inactive means the rest.

Value order – UACC-257 | SK-MEL-5 | UACC-62 | MALME-3M | SK-MEL-28 | LOX IMVI | SK-MEL-2 | MDA-MB-435
1: COC(=O)N1C2c3ccccc3C(c3ccccc32)N1C(=O)OC
  98 | 99 | 97 | 109 | 110 | 97 | 102 | 106
2: c1ccc(-c2nnc3oc(-c4cccs4)nn23)cc1
  82&97 | 78&63 | 101&88 | 95&125 | 108&101 | 79&87 | 66&108 | 94&97
3: CCOC(=O)C#Cc1c(C(=O)OCC)nnn1Cc1ccc(C(F)(F)F)cc1
  74 | 95 | 80 | 74 | 90 | -68* | 97 | 64
4: C#CCOc1cc(/C=N/Nc2nc(-c3ccc(Cl)cc3)cs2)ccc1O
  101 | 68 | 71 | 94 | 99 | 97 | 93 | 99
5: COC(=O)/C(CCC=C(C)C)=C1\[C@@H](OC(C)=O)C[C@@]2(C)[C@H]1C[C@@H](OCCC#N)[C@H]1[C@@]3(C)CC[C@@H](O)[C@@H](C)[C@@H]3CC[C@@]12C
  85 | 48 | 56 | 82 | 82 | 70 | 43 | 86
6: O=S(=O)(Nc1cc(F)cc(Cl)c1)c1ccc(-c2cnc(C3CC3)o2)cc1
  63 | 20 | 35 | 52 | 71 | 39 | 53 | 1.2*
7: COc1cc(C2CC(c3ccc(C)cc3)=NN2C=O)ccc1OCCN(C)C (configuration not stated)
  93 | 90 | 100 | 83 | 107 | 90 | 98 | 102
8: N#Cc1ncc(-c2ccc(F)nc2F)c(NC2CCCCCC2)n1
  91 | 96 | 92 | 125 | 99 | 92 | 108 | 102
9: O=C(N/N=C/c1ccc2c(c1)CCC2)c1cccc(O)c1
  111 | 105 | 99 | 105 | 110 | 96 | 137 | 109
10: Oc1ccc(CCC2CCCCC2)c(O)c1
  101 | 103 | 86 | 98 | 102 | 99 | 114 | 100

(further entries)
Value order – UACC-257 | SK-MEL-5 | UACC-62 | MALME-3M | SK-MEL-28 | LOX IMVI | SK-MEL-2 | MDA-MB-435
11: Clc1ccc(C2CC(c3ccc(Nc4ccnc5cc(Cl)ccc45)cc3)=NN2c2ccc(Cl)cc2)cc1 (configuration not stated)
  101 | 100 | 101 | 99 | 95 | 98 | x | 102
12: CCOC(=O)C(C#N)C(C)CC (configuration not stated)
  102 | 104 | 103 | 100 | 108 | 93 | 94 | 100
13: CCOC(OCC)c1ccc(-n2c(N)c(C#N)cnc2=S)c2c1OC2=NC=C(C#N)C#N
  97 | 108 | 106 | 105 | 117 | 107 | 108 | 111
14: O=C(CCc1nnc(Cn2cnc3nc[nH]c3c2=O)o1)c1nc2ncccc2[nH]1
  105 | 104 | 94 | 97 | 111 | 88 | 103 | 100
15: CCCNC(=O)c1ccccc1O
  101 | 100 | x | 74 | 101 | 96 | 102 | 100
16: O=C(c1c[nH]c2ccccc12)c1n[nH]c(=S)n1C1CCCCC1
  89 | 100 | 83 | 107 | 115 | 89 | 97 | 98
17: Cc1cc(=O)[nH]c(N=Nc2c(O)[nH]c3ccccc23)n1
  112 | 103 | 106 | 127 | 111 | 100 | 103 | 114
18: CC(C)(Cl)C1CCC(CC(Cl)(Cl)Cl)CC1 (configuration not stated)
  106 | x | 106 | 107 | 116 | 98 | 115 | 106
19: Cc1cccc(C(=O)O)c1N
  103 | x | 95 | 106 | 108 | 108 | 108 | 105
20: Nc1nnc(-c2ccccc2)o1
  91 | 98 | 101 | 92 | 109 | 98 | x | 111

Molecules listed so far that have a cyano group (4):
Value order – UACC-257 | SK-MEL-5 | UACC-62 | MALME-3M | SK-MEL-28 | LOX IMVI | SK-MEL-2 | MDA-MB-435
5: COC(=O)/C(CCC=C(C)C)=C1\[C@@H](OC(C)=O)C[C@@]2(C)[C@H]1C[C@@H](OCCC#N)[C@H]1[C@@]3(C)CC[C@@H](O)[C@@H](C)[C@@H]3CC[C@@]12C
  85 | 48 | 56 | 82 | 82 | 70 | 43 | 86
8: N#Cc1ncc(-c2ccc(F)nc2F)c(NC2CCCCCC2)n1
  91 | 96 | 92 | 125 | 99 | 92 | 108 | 102
12: CCOC(=O)C(C#N)C(C)CC (configuration not stated)
  102 | 104 | 103 | 100 | 108 | 93 | 94 | 100
13: CCOC(OCC)c1ccc(-n2c(N)c(C#N)cnc2=S)c2c1OC2=NC=C(C#N)C#N
  97 | 108 | 106 | 105 | 117 | 107 | 108 | 111

Results in sequence from the list.
Compounds 11–20 in UACC-257 read 101, 102, 97, 105, 101, 89, 112, 106, 103, 91
Compounds 11–20 in SK-MEL-28 read 95, 108, 117, 111, 101, 115, 111, 116, 108, 109
Compounds 11–20 in LOX IMVI read 98, 93, 107, 88, 96, 89, 100, 98, 108, 98

Next structures follow:
Value order – UACC-257 | SK-MEL-5 | UACC-62 | MALME-3M | SK-MEL-28 | LOX IMVI | SK-MEL-2 | MDA-MB-435
21: COc1ccc(-c2cnc3sc(C(=O)NNC(=O)c4ccc(C)cc4)c(C)n23)cc1
  110 | 99 | 94 | 109 | 103 | 94 | 122 | 107
22: O=C(CBr)c1cccc([N+](=O)[O-])c1
  92 | 104 | 105 | 97 | 108 | 96 | 108 | 107
23: O=C(Nc1ccc(I)cc1F)c1cc(Br)ccc1O
  -18* | x | -19* | -27* | -3.3* | 6.1* | -26* | -3.5*
24: CN1CCN(/C=C2\CC(C(=O)NCc3ccc(Cl)cc3Cl)NC2=O)CC1 (configuration not stated)
  93 | 96 | 97 | 99 | 110 | 100 | 100 | 119
25: CCOC(=O)n1cc(-c2nonc2-c2cn(C)c3ccc(OC)cc23)c2cc(F)ccc21
  75 | 92 | 53 | 82 | 100 | 72 | 100 | 86
26: CCn1c2ccc(Br)cc2c2c3c(c4c5ccccc5ccc4c21)C(=O)N(C(=O)OC(C)(C)C)C3=O
  108 | 90 | 106 | 105 | 94 | x | 120 | 83
27: CCCCCCN1C(=O)C2C/C(=C\N(C)C)C(=O)N2C1N(C)C (configuration not stated)
  106 | 96 | 82 | 106 | 112 | 66 | x | 97
28: Cc1ccc(S(=O)(=O)Nc2ccccc2NS(=O)(=O)c2ccc(C)cc2)cc1
  x | 94 | 83 | 102 | 109 | 97 | x | 90
29: O=C1CSC(c2ccc(O)cc2)N1c1nnc(Cn2cnnc2)o1 (configuration not stated)
  97 | 105 | 97 | 54 | 78 | 100 | x | -1.5*
30: O=C(CCNc1nc2ccccc2[nH]1)Nc1nc2ccccc2[nH]1
  91 | 102 | 95 | 87 | 104 | 93 | 106 | 108

Pulled by compound from the list above (7):
Value order – UACC-257 | SK-MEL-5 | UACC-62 | MALME-3M | SK-MEL-28 | LOX IMVI | SK-MEL-2 | MDA-MB-435
24: CN1CCN(/C=C2\CC(C(=O)NCc3ccc(Cl)cc3Cl)NC2=O)CC1 (configuration not stated)
  93 | 96 | 97 | 99 | 110 | 100 | 100 | 119
4: C#CCOc1cc(/C=N/Nc2nc(-c3ccc(Cl)cc3)cs2)ccc1O
  101 | 68 | 71 | 94 | 99 | 97 | 93 | 99
5: COC(=O)/C(CCC=C(C)C)=C1\[C@@H](OC(C)=O)C[C@@]2(C)[C@H]1C[C@@H](OCCC#N)[C@H]1[C@@]3(C)CC[C@@H](O)[C@@H](C)[C@@H]3CC[C@@]12C
  85 | 48 | 56 | 82 | 82 | 70 | 43 | 86
1: COC(=O)N1C2c3ccccc3C(c3ccccc32)N1C(=O)OC
  98 | 99 | 97 | 109 | 110 | 97 | 102 | 106
16: O=C(c1c[nH]c2ccccc12)c1n[nH]c(=S)n1C1CCCCC1
  89 | 100 | 83 | 107 | 115 | 89 | 97 | 98
29: O=C1CSC(c2ccc(O)cc2)N1c1nnc(Cn2cnnc2)o1 (configuration not stated)
  97 | 105 | 97 | 54 | 78 | 100 | x | -1.5*
17: Cc1cc(=O)[nH]c(N=Nc2c(O)[nH]c3ccccc23)n1
  112 | 103 | 106 | 127 | 111 | 100 | 103 | 114

Going on with the list.
Value order – UACC-257 | SK-MEL-5 | UACC-62 | MALME-3M | SK-MEL-28 | LOX IMVI | SK-MEL-2 | MDA-MB-435
31: COC(=O)C1(C2CCCCCCCCCCC2=O)NC(=S)NC(=O)C1C#N (configuration not stated)
  120 | 102 | 94 | 108 | 114 | x | 118 | 109
32: COc1ccc(Cn2cncc2-c2c[nH]c3ccccc23)cc1
  96 | 88 | 78 | 90 | 94 | 88 | 89 | 100
33: NS(=O)(=O)c1ccc(C(=O)NN2C(=O)c3c(Br)c(Br)c(Br)c(Br)c3C2=O)cc1
  100 | 103 | 99 | 99 | 109 | 95 | 99 | 103
34: COc1cc(/C=C/C(=O)c2ccc(Nc3ncnc4cc(OC)c(OC)cc34)cc2)cc(OC)c1
  95 | 109 | 100 | 118 | 114 | 88 | 105 | 52
35: COc1ccc(-n2nc(C(=O)NCCCCCC(=O)O)nc2-c2ccccc2)cc1
  103 | 98 | 97 | 99 | 109 | 97 | 96 | 114
36: CCOC(=O)C1=C(C)N(c2ccc(OC)cc2)C2(O)C=CC(O)=C(C#N)C12C#N (configuration not stated)
  101 | 104 | 106 | 82 | 111 | 97 | 105 | 110
37: CCOC(=O)c1ccc(S(=O)(=O)N(CC)CC)cc1
  100 | 108 | 103 | 129 | 113 | 100 | 112 | 112

Looked up above.
In UACC-62, NS(=O)(=O)c1ccc(C(=O)NN2C(=O)c3c(Br)c(Br)c(Br)c(Br)c3C2=O)cc1 is listed with 99
In MALME-3M, CCOC(=O)c1ccc(S(=O)(=O)N(CC)CC)cc1 is listed with 129
